Screening data as filed in PubChem BioAssay.
TRPM1 prom inh: inhibitors of MITF-driven TRPM1 promoter in melanoma cells; SK-MEL-5 TRPM1 promoter luciferase, 24 h; inhibition, % at 12.5 µM; 0.83% of 330,000 active;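 active = mean inhibition across replicates of 60% or more, whatever share of single replicates reaches that level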; note: values of inactives mirror those of a sister screen read the other way
NR2E3 ag-1: agonists of human nuclear receptor NR2E3. Q9Y5X4. GST-NR2E3/biotin-RetCOR TR-FRET, 1536-well. inhibition of corepressor binding, % at 4.78 µM. 0.12% of 320,000 active. AID 2300;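 active = percent inhibition above the cutoff of mean plus 3 SD of all tested compounds, set per screening campaign, cut at about 20% in these data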;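 note: 0% = DMSO wells and 100% = biotin wells as full block of FRET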
Target sequence (Q9Y5X4 whole entry, looked up): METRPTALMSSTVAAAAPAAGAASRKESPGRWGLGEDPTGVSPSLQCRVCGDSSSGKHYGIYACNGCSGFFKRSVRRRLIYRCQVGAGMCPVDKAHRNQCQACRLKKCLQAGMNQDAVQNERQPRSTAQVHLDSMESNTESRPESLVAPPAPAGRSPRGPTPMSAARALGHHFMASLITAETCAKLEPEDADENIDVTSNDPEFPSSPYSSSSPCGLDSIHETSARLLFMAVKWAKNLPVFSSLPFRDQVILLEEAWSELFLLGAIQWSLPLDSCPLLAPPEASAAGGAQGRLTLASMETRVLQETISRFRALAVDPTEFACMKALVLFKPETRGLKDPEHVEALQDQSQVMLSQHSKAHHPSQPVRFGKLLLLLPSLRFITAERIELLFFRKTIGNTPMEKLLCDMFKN
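System: GST-tagged NR2E3 plus biotinylated RetCOR corepressor; Amount: 1.35 nM GST-tagged NR2E3 final; Dosing: single nominal compound dose of 4.8 µM; Schedule: 5 h incubation at 4 °C; Technique: TR-FRET with europium anti-GST and streptavidin-D2, 340 nm excitation; Controls: biotin wells as high control, 0.6% DMSO wells as low control.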
Peg3 prom inh: reduces Peg3 promoter-driven luciferase expression in HeLa | inhibition, % at 20 µM | HeLa PEG-Prom luciferase reporter, luminescence, overnight | 1.7% of 360,000 active;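 active = inhibition of at least 50% at 20 µM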
NR2E3 ag-2: human photoreceptor-specific nuclear receptor agonism. inhibition of corepressor binding, % at 3.98 µM. 0.35% of 360,000 active. Q9Y5X4. CHO-S Gal4-NCOR/VP16-NR2E3 two-hybrid, luciferase. AID 602229;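 active = inhibition above the mean of all tested compounds plus 3 SD, cut at about 70% in these data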;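 note: 0% = DMSO with NR2E3 transfected cells and 100% = cells lacking NR2E3 construct; higher means lower luciferase signal from less NR2E3 corepressor binding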
C8 TRAIL sens: caspase-8 TRAIL sensitization; 1% of 360,000 active; NB7+C8 cells + TRAIL, ATPlite viability luminescence; inhibition (viability loss, TRAIL sensitization), % at 10 µM; AID 624354;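 active = compounds causing at least 50% loss of cell viability in the single-dose screen, relative to plate controls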
CF NFkB inh: inhibitors of cystic fibrosis induced NF-kB. inhibition, % at 5 µM. 0.86% of 360,000 active. KKLEB NF-kB-GFP reporter, PAF-induced, GFP fluorescence overnight;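 active = at least 50% inhibition at 5 µM, scaled per plate between neutral and stimulator controls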;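 note: PAF is a Pseudomonas aeruginosa culture filtrate used as stimulus; plate controls were PAF-stimulated DMSO wells for no effect and unstimulated DMSO wells for full effect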
KKLEB cytotox: reduces viability of KKLEB cystic fibrosis airway cells; KKLEB CF airway cells viability, ATPlite luminescence, overnight; hits give low values; cells stimulated with P. aeruginosa culture filtrate; 0.36% of 360,000 active; activity change (cytotoxicity), % at 5 µM; AID 602141;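 active = corrected activity change at or below -50% at 5 µM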
HIF-2a block: blocks HIF-2a reporter activity; 786-0 RCC cells HIF-2a reporter, luciferase luminescence, overnight; inhibition, % at 18.8 µM; 0.72% of 360,000 active;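 active = inhibition of the luminescence signal of 40% or more relative to plate controls, in a single-dose primary screen at 18.75 µM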
TWEAK Fn14 block: inhibitors of TWEAK-Fn14 interaction signaling | 2% of 360,000 active | AID 1159606 | TWEAK-stimulated Fn14 reporter cells, luciferase luminescence, 8 h | inhibition, % at 10 µM; in the data active = inhibition above about 50%
Shn3 3UTR inh: Schnurri-3 reporter inhibition in Clone20 osteoblasts; Clone20 osteoblast Shn3 3'UTR firefly luciferase, 24 h; inhibition, % at 12.5 µM; 0.52% of 360,000 active;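 active = mean inhibition of at least 75% with every replicate also reaching 75%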;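 note: 0% = median of neutral control wells and 100% = pilot-screen positive control compound; some compounds past the cut are filed as inactive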
TROY signal inh: inhibitors of TROY-dependent NF-kB signaling; Q293 LMP1-TROYcd NF-kB luciferase reporter, 4 h; inhibition, % at 10 µM; 0.98% of 360,000 active;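 active = compounds whose plate-normalised and pattern-corrected inhibition of the luciferase reporter signal at the single screening dose is 50% or more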
* marks the source's active call; other numbers are inactive results; / = not tested or not shown. This is a subset. The share of hits here may be higher or lower than overall.

SMILES	TRPM1 prom inh	NR2E3 ag-1	Peg3 prom inh	NR2E3 ag-2	C8 TRAIL sens	CF NFkB inh	KKLEB cytotox	HIF-2a block	TWEAK Fn14 block	Shn3 3UTR inh	TROY signal inh
CN1OC[C@@H]2CN3C(=O)N(c4ccccc4)c4ccccc4[C@@H]3C[C@@H]21	/	/	6	17	3	-2	-8	2	2	5	8
CCCn1ccc(O)c(Cc2ccc(Cl)cc2)c1=O	1	4	1	-22	12	5	-17	14	7	-3	28
Cc1ccnc(NC(=O)CCC(=O)N(CC(=O)NC(C)(C)C)c2ccc3c(c2)OCCO3)c1	0	3	6	-5	7	8	1	11	7	-1	18
Cc1ncc([N+](=O)[O-])n1CC(=O)Nc1ccc(F)cc1F	12	-2	10	19	-11	2	-3	24	11	1	-8
CC1CN(C(C)C(=O)NNC(=O)c2ccc(F)cc2)CC(C)O1 (stereo not drawn)	-15	/	-32	-15	4	-1	12	-28	27	4	-16
COC(=O)C1CCN(C(=O)C(C)Oc2ccc(Cl)cc2Cl)CC1 (stereo not drawn)	-8	0	14	-9	-24	-3	3	-8	-9	1	8
COc1ccc(CCC(=O)Nc2cccc(S(=O)(=O)N3CCCC3)c2)cc1OC	8	3	19	-8	-8	1	-1	10	-19	-3	17
COC(=O)Nc1nnc(-c2ccc(OC)cc2)s1	-62	-1	-159	-69	7	-3	8	-206	-3	-74	-32
COc1ccc(Nc2oc(COc3ccc(OC)cc3)nc2C#N)cc1	24	3	48	-20	13	0	0	34	86*	17	9
Cc1c2ccccc2nc2c(F)c(N(C)C)c(F)c(F)c12	-47	-1	-186	-44	8	-9	-14	-260	-4	-61	-17
CCC(Sc1nnc(C)s1)C(=O)Nc1nccs1 (stereo not drawn)	-14	-1	19	-11	5	7	8	8	11	-2	-1
Cc1ccnc(SCC(=O)N2CCN(c3cccc(Cl)c3)CC2)n1	8	1	8	-4	-12	3	-11	9	-2	6	5
COc1ccc(CNC(=O)CN(C(=O)CCC(=O)Nc2nccs2)c2ccccc2C)cc1	1	-4	17	-13	-9	-4	-1	17	27	6	-17
O=C1C2CCCN2c2ccc(S(=O)(=O)N3CCOCC3)cc2N1Cc1ccccc1F (stereo not drawn)	1	-1	13	-21	-15	-17	-1	5	-10	6	5
O=C(c1cccs1)N(c1ccc(Br)cc1)C1C=CS(=O)(=O)C1 (stereo not drawn)	6	2	1	31	-2	-20	12	4	-6	-4	-19
COc1ccc(C(=O)N2CCCCCC2)cc1OC1CCN(C(C)C)CC1	-9	3	2	9	9	3	-9	-4	-6	0	-2
CC1(C)CC(=O)C=C(NC2CCCCCCC2)C1	-5	-2	20	5	-18	-9	-1	20	8	9	-8
CCOC(=O)C1=C(C)N=c2s/c(=C\c3cc(OC)c(OC)c(OC)c3)c(=O)n2C1/C=C/c1ccccc1 (stereo not drawn)	11	-10	4	15	12	-24	2	7	10	17	-4
O=C(C1CCC1)N1CCN(S(=O)(=O)c2cc(F)ccc2F)CC1	5	/	-3	-3	13	-15	-12	7	-7	-5	6
COc1ccccc1NC(=O)CCNC(=O)c1ccc(C)cc1	-7	/	-41	-11	-4	4	-15	-2	6	-19	9
Cc1cc(=O)oc(C)c1C(=O)OCC(=O)c1ccccc1	-24	-2	-75	12	2	-28	16	-65	-28	-2	-48
CC(C)Cc1nnc(NC(=O)CCc2ccccc2)s1	-8	0	-34	-6	-9	-2	-1	-66	-13	-16	-15
COc1ccc(C(=O)C2CCN(C(=O)c3ccc(C)cc3)CC2)cc1	25	1	8	10	-28	-1	7	6	19	9	19
C[C@@H]1CN([C@H](C)CO)C(=O)CCCn2nncc2CO[C@H]1CN(C)C(=O)C1CCCCC1	/	/	-17	13	7	2	10	14	21	6	4
O=C(Nc1nc(-c2ccccn2)cs1)C1CC1	-39	5	-148	-71	13	26	-15	-172	-38	-25	-48

Next section; it opens with the four that closed the last part.
SMILES	TRPM1 prom inh	NR2E3 ag-1	Peg3 prom inh	NR2E3 ag-2	C8 TRAIL sens	CF NFkB inh	KKLEB cytotox	HIF-2a block	TWEAK Fn14 block	Shn3 3UTR inh	TROY signal inh
CC(C)Cc1nnc(NC(=O)CCc2ccccc2)s1	-8	0	-34	-6	-9	-2	-1	-66	-13	-16	-15
COc1ccc(C(=O)C2CCN(C(=O)c3ccc(C)cc3)CC2)cc1	25	1	8	10	-28	-1	7	6	19	9	19
C[C@@H]1CN([C@H](C)CO)C(=O)CCCn2nncc2CO[C@H]1CN(C)C(=O)C1CCCCC1	/	/	-17	13	7	2	10	14	21	6	4
O=C(Nc1nc(-c2ccccn2)cs1)C1CC1	-39	5	-148	-71	13	26	-15	-172	-38	-25	-48
CNC(=O)CC(CC(=O)c1ccccc1)c1ccccc1 (stereo not drawn)	1	2	-4	-4	-1	14	0	7	-10	20	0
CCOCCCNC(=O)CN1C(=O)C(CC)Oc2ccccc21 (stereo not drawn)	0	-1	6	-8	2	13	11	-7	-2	6	-1
COc1ccc2c(c1)C(=O)N1[C@H]3c4cc(Cl)ccc4OC[C@@H]3[C@H](c3ccccc3)[C@]1(C)C(=O)N2	16	/	28	15	10	-15	6	21	-9	3	-14
CC(C)c1ccc(NC(=O)c2n[nH]c(=O)c3ccccc23)cc1	-36	/	-155	-47	9	-8	-26	-138	-26	-21	-36
CCOc1ccccc1NC(=O)C1CCCCN1S(=O)(=O)c1ccccc1 (stereo not drawn)	14	-2	15	-13	-13	-9	-6	18	6	12	5
CC(=O)N1CCN=C1SCc1ccccc1	-1	2	-25	-26	16	2	3	-10	-5	-8	-8
N#Cc1c(NC(=O)C2CC2)sc2c1CCCCC2	-11	1	-242	-64	16	-3	14	-208	-1	-54	-4
C#CCOCCOCCOCCNc1nc(N2CCN(C(=O)[C@H](CC(N)=O)n3cc(C(N)[C@@H](C)CC)nn3)CC2)nc(N2CCN(C(=O)[C@H](CCC(=O)O)n3cc([C@@H](N)CCCCN)nn3)CC2)n1 (stereo partly drawn)	9	/	6	-1	-2	3	-2	11	-3	10	-7
COc1ccccc1NC(=O)C(=O)NCc1ccccc1Cl	8	2	12	1	2	-3	12	-5	-11	-3	-33
CCN1C(=O)[C@H]2[C@@H](c3ccc(-c4ccc(OC)cc4)c(OC)c3)N[C@@](Cc3ccccc3)(C(=O)OC)[C@H]2C1=O	-14	/	1	-20	1	-12	15	-37	8	-5	-34
Cc1ccc(C(=O)OCCn2cc(C#N)c(=O)[nH]c2=O)cc1	-1	3	8	45	10	-2	-16	7	9	8	7
CCc1nnc2cccc(Cl)n12	-15	5	15	19	3	5	5	12	11	4	2
Cn1c(SCc2cccnc2)nnc1-c1c[nH]c2ccccc12	/	0	-17	-23	-6	-6	4	-35	10	-4	0
CCN(C(=O)COC(=O)CCc1ccccc1)c1ccccc1	0	5	17	-7	11	2	-2	12	26	14	-8
Cn1c(=O)n(C)c2cc([N+](=O)[O-])c(N3CCN(C(=O)c4cccc(F)c4)CC3)cc21	6	-3	-6	-4	0	-8	2	16	13	24	10
CC(C)c1nc(-c2ccc([N+](=O)[O-])cc2)cs1	-64	-1	-174	-43	0	-11	2	-183	6	-42	-5
Nc1cc(=O)[nH]c(=O)n1CC1CC1	-2	3	-2	7	-3	13	-7	12	1	-7	3
COC(=O)c1sc2nc(C)cc(C)c2c1N	0	0	-57	-47	0	-24	16	-73	-1	-9	-26
CC1(C(=O)NS(=O)(=O)c2ccc(F)cc2F)CCN1C(=O)C1(c2ccc(Cl)cc2)CCC1 (stereo not drawn)	/	/	7	-27	-19	17	-2	7	9	-22	5
Cc1cc(NC(=O)CSCC(=O)OC(C)C(=O)c2cc(C)c(C)cc2C)no1 (stereo not drawn)	2	1	-36	-15	10	-11	-1	-1	-6	16	-7
CCOC(=O)C1(Cc2ccc(OC)cc2)CCN(C(=O)CCc2cccnc2)CC1	7	4	-18	-1	-9	7	0	-42	-18	-14	-22
CC(=O)c1sc(NC(=O)C2=NN(c3ccccc3)C(=O)CC2)nc1C	13	1	2	-1	-2	9	-12	14	-60	10	20
c1ccc2sc(SN3CCOCC3)nc2c1	10	-2	-1	10	-2	1	-2	-21	8	-23	-27
CC(C)(C)c1cc2nc(N)nc(N)n2n1	0	-2	-9	14	6	10	-3	19	2	-14	-6
O=C(NCCCN1CCCC1)c1ccc2c(c1)N(Cc1ccccc1F)C(=O)c1ccccc1S2(=O)=O	-6	-3	12	6	12	17	-4	5	1	-4	-3

(further entries)
SMILES	TRPM1 prom inh	NR2E3 ag-1	Peg3 prom inh	NR2E3 ag-2	C8 TRAIL sens	CF NFkB inh	KKLEB cytotox	HIF-2a block	TWEAK Fn14 block	Shn3 3UTR inh	TROY signal inh
O=C(Nc1cc(Cl)cc(Cl)c1)C(NCCO)c1ccccc1 (stereo not drawn)	0	0	-5	-4	0	-7	-3	-20	14	-36	-7
COC(=O)C(N)Cc1ccc(OC)c([N+](=O)[O-])c1 (stereo not drawn)	12	1	1	-14	-3	0	3	14	4	7	1
CC(C)C(=O)OCC(=O)Nc1ccc(N=Nc2ccccc2)cc1	-58	1	-342	-90	14	21	5	-225	9	-117	-49
CC(C)N(C(=S)NC1CC2CCC1C2)c1ccccc1 (stereo not drawn)	9	-3	5	-21	-3	5	-9	19	8	10	-23
COC(=O)Cc1csc(Nc2ccccc2Cl)n1	-89	-3	-196	-7	-8	12	7	-151	-39	-95	-57
COC(=O)c1ccccc1S(=O)(=O)NNC(=O)Nc1ccccc1	10	0	-2	-23	5	-34	8	-2	69*	-12	33
Cc1ccc(NC(=O)CSc2nc(NS(=O)(=O)c3ccccc3)cc(=O)[nH]2)cc1	4	-2	7	-3	-7	-6	4	6	4	4	-10
Clc1ccc(-c2nnn(Cc3nc4ccccc4s3)n2)cc1	-3	2	-167	-72	10	-6	4	-217	9	-55	-13
CCOC(=O)C1=NN(c2ccccc2)C(=O)C1	7	4	3	-17	0	6	5	10	-2	-1	11
Cn1c(SCC(=O)NC(C)(C)C)nnc1-c1cccc(NC(=O)c2ccccc2F)c1	-1	2	20	-3	2	-12	8	11	6	0	5
CN(CCOc1ccc(-c2ccn(S(=O)(=O)c3cccc4ccccc34)n2)cc1)c1ccccn1	5	-1	-10	-5	-3	-7	4	-43	-5	68	-30
COc1ccc(S(=O)(=O)Nc2ccccc2C(=O)NCc2cccnc2)cc1	-1	2	14	-8	-2	-2	-1	13	2	-8	1
O=[N+]([O-])c1cc2c(cc1/C=N/NS(=O)(=O)c1ccc(Br)cc1)OCO2	10	2	12	-19	-13	1	-6	14	-4	-7	-3
Cc1cccc(C)c1NC(=O)N1CCN(c2nc3ccccc3s2)CC1	11	1	-22	-16	22	-2	0	-55	31	2	-9
Nn1c(SCC(=O)NCc2ccccc2)nncc1=O	5	-3	-7	-35	-2	10	-2	7	1	-10	13
C[C@@H]1CN([C@@H](C)CO)C(=O)CCCn2nncc2CO[C@@H]1CN(C)C(=O)Nc1ccc(N2CCCCC2)cc1	/	/	9	-27	-2	9	9	-1	-42	-11	-3
